Anthrax LF prot: blocks Bacillus anthracis lethal factor protease; P15917; multiplex microsphere protease cleavage assay, LF; inhibition, % at 10 µM; hit rate 0.12% among 360,000; AID 588501; note: plate controls were buffer without enzyme for full effect and enzyme alone for no effect
Target sequence (P15917 whole entry, looked up): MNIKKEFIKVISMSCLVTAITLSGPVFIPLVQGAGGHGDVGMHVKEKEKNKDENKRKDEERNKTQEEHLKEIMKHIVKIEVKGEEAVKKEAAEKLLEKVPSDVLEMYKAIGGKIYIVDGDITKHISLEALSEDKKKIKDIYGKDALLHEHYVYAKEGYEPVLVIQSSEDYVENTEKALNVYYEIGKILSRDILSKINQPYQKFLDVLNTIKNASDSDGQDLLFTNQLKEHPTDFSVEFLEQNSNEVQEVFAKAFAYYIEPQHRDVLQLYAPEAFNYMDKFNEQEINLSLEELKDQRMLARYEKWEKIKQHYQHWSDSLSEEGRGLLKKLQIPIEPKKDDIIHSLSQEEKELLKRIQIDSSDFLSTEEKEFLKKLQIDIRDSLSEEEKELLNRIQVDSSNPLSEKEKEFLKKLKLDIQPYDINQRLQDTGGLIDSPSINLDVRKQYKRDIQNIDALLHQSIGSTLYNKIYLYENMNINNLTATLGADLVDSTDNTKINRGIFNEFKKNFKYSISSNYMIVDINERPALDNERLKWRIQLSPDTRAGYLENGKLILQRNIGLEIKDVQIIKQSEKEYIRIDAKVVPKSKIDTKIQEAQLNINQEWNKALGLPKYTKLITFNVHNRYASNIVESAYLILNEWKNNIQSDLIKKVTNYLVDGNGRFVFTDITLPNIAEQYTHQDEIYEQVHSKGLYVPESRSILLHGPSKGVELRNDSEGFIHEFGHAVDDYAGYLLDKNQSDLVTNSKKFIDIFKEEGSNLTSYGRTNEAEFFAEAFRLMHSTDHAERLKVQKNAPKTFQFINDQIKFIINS
CCHFV vOTU inh: blocks the CCHF virus ovarian tumor domain protease. hit rate 0.55% among 370,000. inhibition, % at 11.5 µM. CCHFV vOTU protease, Pep-AMC fluorescence; in the data active = inhibition above about 30%; note: 0% = vehicle wells with enzyme and 100% = no enzyme wells
BoNT F protease: blocks Botulinum neurotoxin F light chain protease. Multiplex microsphere protease cleavage assay, flow cytometry. inhibition, % at 10 µM. hit rate 0.22% among 360,000. AID 588497; in the data active = inhibition above about 35%, passing the limit was not always enough; inconclusive = no clear call, values can overlap the other calls; note: plate controls were buffer without enzyme for full effect and enzyme alone for no effect
BoNT A protease: blocks Botulinum neurotoxin A light chain protease | multiplex microsphere protease substrate cleavage, flow cytometry | inhibition, % at 10 µM | hit rate 0.17% among 360,000 | AID 588499; note: plate controls were buffer without enzyme for full effect and enzyme alone for no effect
MazF activator: increases E. coli MazEF RNase cleavage of RNA; P0AE70; FAM/BHQ RNA-DNA oligo cleavage fluorescence, 5 h; activation, % at 20 µM; hit rate 0.32% among 350,000; in the data active = activation above about 50%
Target sequence (P0AE70 whole entry, looked up): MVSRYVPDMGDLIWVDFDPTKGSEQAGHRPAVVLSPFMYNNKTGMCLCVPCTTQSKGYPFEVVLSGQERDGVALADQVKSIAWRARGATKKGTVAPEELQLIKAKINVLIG
DUSP3 inh: DUSP3 (human) phosphatase inhibition. recombinant VHR phosphatase, pNPP absorbance. hit rate 0.52% among 290,000. P51452. inhibition, % at 13.3 µM; in the data active = inhibition above about 50%; note: some compounds called inactive have numbers as strong as hits
Target sequence (P51452 whole entry, looked up): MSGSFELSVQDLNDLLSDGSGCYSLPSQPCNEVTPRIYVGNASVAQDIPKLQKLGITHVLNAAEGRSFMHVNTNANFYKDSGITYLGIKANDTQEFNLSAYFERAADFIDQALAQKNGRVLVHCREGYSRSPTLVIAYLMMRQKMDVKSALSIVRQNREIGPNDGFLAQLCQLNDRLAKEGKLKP
SSB-PriA inh: K. pneumoniae PriA-SSBct interaction inhibition; inhibition, % at 33 µM; AlphaScreen SSBct-PriA binding, biotinylated peptide; hit rate 0.6% among 430,000; in the data active = inhibition mostly above about 37%, no sharp cut-off; inactive = mostly below about 20%;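 note: plate controls were negative control peptide for no effect and reference peptide for full effect; strong numbers were not always called active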
PrPC surface inh: reduces human prion protein on the cell surface; P04156; hit rate 0.43% among 370,000; cell surface PrPC, TR-FRET read-out; inhibition, % at 13.8 µM; in the data active = inhibition above about 24%; note: 0% = median of the test wells and 100% = reference compound wells
Rv3671c protease: inhibits the M. tuberculosis serine protease Rv3671c. P9WHR9. hit rate 0.048% among 320,000. inhibition, % at 5.96 µM; in the data active = inhibition above about 38%;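 note: extracellular domain of Rv3671c used as enzyme; 0% = enzyme with DMSO and 100% = no enzyme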
3CLpro inhibitor: SARS-CoV 3CLpro protease inhibition; recombinant SARS-CoV 3CLpro, quenched FRET peptide cleavage; inhibition, % at 6 µM; P0C6X7; AID 1706; hit rate 0.14% among 290,000; in the data active = inhibition above about 12%
* marks the source's active call; other numbers are inactive results; i = inactive; u = inconclusive; x = not tested or not shown. Cut-off read from the data, not from the text of the source, unless noted: active = inhibition above about 30%; inconclusive = no clear call, values can overlap the other calls; inactive = below that.

Field names: A = Anthrax LF prot; B = CCHFV vOTU inh; C = BoNT F protease; D = BoNT A protease; E = MazF activator; F = DUSP3 inh; G = SSB-PriA inh; H = PrPC surface inh; I = Rv3671c protease; J = 3CLpro inhibitor
1. C=CCn1cccc(C(=O)Nc2ccc(C)c(Cl)c2)c1=O
  A: -8 | B: -11 | C: 8 | D: 3.0 | E: 3 | F: 16 | G: 11 | H: 1 | I: x | J: 0

2. O=C(/C=C/c1ccccc1)C1C(=O)c2ccccc2C1=O
  A: 2 | B: -5 | C: 3 | D: -0.3 | E: -7 | F: 13 | G: -10 | H: -7 | I: -31 | J: -1

3. N#CC1(NC(=O)COC(=O)/C=C/c2ccc3ccccc3n2)CCCCC1
  A: 4 | B: 8 | C: 10 | D: 1.4 | E: -2 | F: 24 | G: -24 | H: 4 | I: 5 | J: 2

4. COc1ccc(Cl)cc1NC(=S)NC(=O)c1ccc2c(c1)OCO2
  A: 0 | B: 6 | C: -1 | D: -2.3 | E: -3 | F: -3 | G: 1 | H: -4 | I: 0 | J: 1

5. COc1ccc(-c2cc3c(=O)n(CC(=O)NCc4cccnc4)nc(C)n3n2)cc1
  A: 2 | B: 4 | C: -8 | D: -0.1 | E: -2 | F: 8 | G: 10 | H: 4 | I: -4 | J: 3

6. O=C(NC(=S)Nc1ccc(CN2CCOCC2)cc1)c1cc2ccccc2o1
  A: -2 | B: -1 | C: 2 | D: 0.0 | E: -20 | F: 23 | G: -1 | H: -2 | I: -8 | J: 1

7. O=C(NC(=S)N1CCc2ccccc21)c1ccccc1Cl
  A: 0 | B: 10 | C: 4 | D: 1.1 | E: 2 | F: 2 | G: 9 | H: -2 | I: -3 | J: -3

8. c1ccc2sc(Nc3nc4cc5c(cc4s3)OCO5)nc2c1
  A: -1 | B: 1 | C: -2 | D: -0.3 | E: 10 | F: 3 | G: -6 | H: 80* | I: 3 | J: -3

9. CC(C)(C)c1ccc(OCC(=O)Nc2ccc(-c3nc4cccnc4o3)cc2)cc1
  A: -2 | B: 10 | C: -16 | D: -0.3 | E: -10 | F: -17 | G: -17 | H: -5 | I: -3 | J: 1

10. COc1ccccc1-n1nnnc1SCC(=O)N(C)C1CCS(=O)(=O)C1 (centres undefined)
  A: 4 | B: 9 | C: u | D: -0.8 | E: 9 | F: x | G: -3 | H: 6 | I: -9 | J: x

11. C/C(Cl)=C\Cn1c(NCCc2ccccc2)nc2c1c(=O)n(C)c(=O)n2C
  A: 0 | B: -13 | C: 36* | D: u | E: 0 | F: -17 | G: -4 | H: 8 | I: -7 | J: -2

12. COc1ccc(-n2c(N)c(C(=O)NCC3CCCO3)sc2=S)cc1 (centres undefined)
  A: -3 | B: 2 | C: -1 | D: -0.2 | E: 10 | F: 17 | G: -8 | H: -26 | I: -8 | J: -5

13. Cc1ccc(CN2CCN(Cc3ccc4c(c3)OCCO4)CC2CCO)cc1 (centres undefined)
  A: -5 | B: -3 | C: -1 | D: -0.4 | E: 6 | F: -4 | G: 6 | H: -8 | I: 6 | J: 1

14. Cc1ccc(S(=O)(=O)N2CCOCC2)cc1NC(=O)COC(=O)Cc1ccsc1
  A: 2 | B: 3 | C: -4 | D: -0.3 | E: 0 | F: 30 | G: -12 | H: 6 | I: 1 | J: 2

15. COc1ccc(S(=O)(=O)N2CC(C)N(C(=O)N(C)C)C2C(C)C)cc1 (centres undefined)
  A: -9 | B: 5 | C: 8 | D: 2.0 | E: -2 | F: 36 | G: -5 | H: 3 | I: -1 | J: -5

16. CCCNC(=S)N1CCN(c2nc(C)nc3sc4c(c23)CCCC4)CC1
  A: -10 | B: 5 | C: -5 | D: -0.6 | E: -5 | F: 2 | G: -3 | H: -3 | I: -6 | J: 0

17. CC1(C)CC(=O)c2cc(C(=O)NC3CCSC3=O)c(=O)n(-c3ccccc3)c2C1 (centres undefined)
  A: 0 | B: -6 | C: 2 | D: 0.5 | E: -16 | F: 10 | G: -17 | H: 3 | I: 2 | J: 1

18. CN1C(=O)C(O)(CC(=O)/C=C/c2ccco2)c2cc(Br)ccc21 (centres undefined)
  A: 0 | B: -17 | C: 0 | D: 0.2 | E: 6 | F: 5 | G: 0 | H: -16 | I: -9 | J: 5

19. O=C(Nc1cc(C(F)(F)F)ccc1N1CCOCC1)c1ccccc1
  A: 0 | B: -6 | C: 5 | D: 0.0 | E: 3 | F: 19 | G: -23 | H: -8 | I: 6 | J: 2

20. CCc1nc2c(OCc3ccc(OC(F)F)cc3)cccn2c1N(C)C(=O)c1ccco1
  A: 3 | B: -3 | C: 0 | D: -0.4 | E: x | F: x | G: x | H: -1 | I: x | J: x

21. CC(/C=C/C1(O)C(C)CC(=O)CC1(C)C)OC1OC(CO)C(O)C(O)C1O (centres undefined)
  A: -3 | B: 0 | C: -3 | D: 0.0 | E: 10 | F: 12 | G: -8 | H: 1 | I: 3 | J: -3

22. CN(C)CCCNc1ccc(-c2nn(C)c(=O)c3ccccc23)cc1[N+](=O)[O-]
  A: 0 | B: -7 | C: -2 | D: 0.6 | E: 3 | F: 5 | G: -3 | H: -43 | I: 4 | J: 3

23. CCOc1ccccc1/C=N/NC(=O)c1ccc(Cn2cc([N+](=O)[O-])cn2)o1
  A: -4 | B: 13 | C: -23 | D: -0.8 | E: -4 | F: -7 | G: x | H: 0 | I: 0 | J: 2

24. O=C1N[C@@H](Cc2cn(S(=O)(=O)c3ccccc3)c3ccccc23)C(=O)N[C@H]1Cc1ccccc1
  A: 2 | B: 13 | C: -4 | D: 0.4 | E: -22 | F: x | G: -17 | H: 2 | I: 8 | J: x

25. COc1cccc(NC(=O)[C@H](Cc2ccccc2)NC(=O)[C@@H]2Cc3ccccc3CN2)c1
  A: -1 | B: 9 | C: -3 | D: 0.8 | E: 5 | F: 4 | G: -9 | H: 6 | I: 0 | J: 1

26. CCOC(=O)C1=C(O)c2ccccc2C(=O)/C1=C\c1ccc(C)cc1
  A: -2 | B: x | C: -18 | D: 0.6 | E: 151* | F: -1 | G: 24 | H: x | I: -75 | J: -2

27. CCOC(=O)c1c(-c2cc(OC)c(OC)c(OC)c2)csc1N
  A: -1 | B: -10 | C: -2 | D: -0.1 | E: 8 | F: x | G: x | H: 4 | I: x | J: x

28. COc1nc(Nc2cccc(F)c2)nc(OC)n1
  A: -3 | B: 3 | C: -6 | D: 1.2 | E: 4 | F: 38 | G: -8 | H: 0 | I: 0 | J: -4

29. Cc1cc(C)n(-c2ccc(C(=O)NCc3cccs3)cc2)n1
  A: 1 | B: -11 | C: -12 | D: 0.2 | E: -3 | F: 5 | G: 2 | H: -6 | I: 8 | J: 7

30. CCC1(c2ccccc2)NC(=O)N(CC(=O)Nc2cc(Cl)ccc2N2CCN(C)CC2)C1=O (centres undefined)
  A: -5 | B: 4 | C: -17 | D: -7.4 | E: 0 | F: x | G: 7 | H: -10 | I: -8 | J: x

Entries of single compounds from above:
CCC1(c2ccccc2)NC(=O)N(CC(=O)Nc2cc(Cl)ccc2N2CCN(C)CC2)C1=O (centres undefined) in the list: Anthrax LF prot: -5; CCHFV vOTU inh: 4; BoNT F protease: -17; BoNT A protease: -7.4; MazF activator: 0; DUSP3 inh: x; SSB-PriA inh: 7; PrPC surface inh: -10; Rv3671c protease: -8; 3CLpro inhibitor: x
COc1cccc(NC(=O)[C@H](Cc2ccccc2)NC(=O)[C@@H]2Cc3ccccc3CN2)c1 in the list: Anthrax LF prot: -1; CCHFV vOTU inh: 9; BoNT F protease: -3; BoNT A protease: 0.8; MazF activator: 5; DUSP3 inh: 4; SSB-PriA inh: -9; PrPC surface inh: 6; Rv3671c protease: 0; 3CLpro inhibitor: 1

Continuation.
Field names: A = Anthrax LF prot; B = CCHFV vOTU inh; C = BoNT F protease; D = BoNT A protease; E = MazF activator; F = DUSP3 inh; G = SSB-PriA inh; H = PrPC surface inh; I = Rv3671c protease; J = 3CLpro inhibitor
31. CC1(C)CC(=O)C(N=Nc2cc(C(F)(F)F)ccc2Cl)=C(O)C1
  A: -2 | B: -9 | C: -8 | D: -1.5 | E: 6 | F: -21 | G: 12 | H: -6 | I: 8 | J: -1

32. CCCCOc1ccc(OCCSc2nc3ccccc3n2CC(=O)O)cc1
  A: 6 | B: -6 | C: u | D: -1.0 | E: -2 | F: -4 | G: -3 | H: -2 | I: 10 | J: 7

33. CCOc1ccc(C2c3c(oc4cc(C)c(C)cc4c3=O)C(=O)N2CCCN(C)C)cc1OC (centres undefined)
  A: -9 | B: 5 | C: -13 | D: -0.1 | E: 5 | F: 9 | G: -6 | H: -9 | I: -1 | J: -5

34. CCOc1ccc(NC(=O)CN(C)C(=O)c2cc([N+](=O)[O-])ccc2N2CCOCC2)cc1OCC
  A: x | B: -3 | C: x | D: x | E: -1 | F: x | G: -3 | H: -25 | I: -5 | J: x

35. COc1ccc(NC(=O)c2ccc3c(c2)CCN3S(=O)(=O)c2ccccc2)cc1
  A: -1 | B: -2 | C: -5 | D: -0.9 | E: 7 | F: 16 | G: 1 | H: 6 | I: -15 | J: 0

36. Cc1ccc(NC(=S)Nc2cccnc2)c(S(=O)(=O)N2CCCCC2)c1
  A: -2 | B: -13 | C: 0 | D: -0.4 | E: 4 | F: 44 | G: -14 | H: 5 | I: -4 | J: 1

37. O=C(CSc1ncccn1)N/N=C/c1cccs1
  A: 3 | B: -2 | C: 4 | D: -0.1 | E: 0 | F: 17 | G: x | H: 9 | I: 3 | J: -2

38. O=C(NCCCN1CCOCC1)C(=O)N/N=C/c1cccc2ccccc12
  A: -12 | B: 12 | C: u | D: u | E: -6 | F: 17 | G: i | H: 3 | I: 0 | J: -2

39. CN(Cc1cccc(F)c1)C(=O)C(c1ccccc1)c1ccccc1
  A: 4 | B: -2 | C: 1 | D: -2.2 | E: -5 | F: -14 | G: -19 | H: 4 | I: x | J: 0

40. COCCNCCCCOc1ccccc1-c1ccccc1
  A: 3 | B: -3 | C: 5 | D: 0.2 | E: 4 | F: 5 | G: 12 | H: 4 | I: -2 | J: 1

An excerpt from above, reduced to CCHFV vOTU inh and BoNT F protease:
nr | SMILES | CCHFV vOTU inh | BoNT F protease
8 | c1ccc2sc(Nc3nc4cc5c(cc4s3)OCO5)nc2c1 | 1 | -2
7 | O=C(NC(=S)N1CCc2ccccc21)c1ccccc1Cl | 10 | 4

Some of the entries so far, with two lines to a compound:
Values run as follows: Anthrax LF prot | CCHFV vOTU inh | BoNT F protease | BoNT A protease | MazF activator | DUSP3 inh | SSB-PriA inh | PrPC surface inh | Rv3671c protease | 3CLpro inhibitor
39: CN(Cc1cccc(F)c1)C(=O)C(c1ccccc1)c1ccccc1
→ 4 | -2 | 1 | -2.2 | -5 | -14 | -19 | 4 | x | 0
40: COCCNCCCCOc1ccccc1-c1ccccc1
→ 3 | -3 | 5 | 0.2 | 4 | 5 | 12 | 4 | -2 | 1

(list continues)
Field names: A = Anthrax LF prot; B = CCHFV vOTU inh; C = BoNT F protease; D = BoNT A protease; E = MazF activator; F = DUSP3 inh; G = SSB-PriA inh; H = PrPC surface inh; I = Rv3671c protease; J = 3CLpro inhibitor
41. COc1cc2ccccc2cc1C(=O)N1CCCCC1
  A: x | B: 7 | C: x | D: x | E: 4 | F: x | G: 0 | H: 7 | I: 4 | J: x

42. CC1=CC(C)(C)N(C(=O)CSc2nnc(N)s2)c2cc(C)c(C)cc21
  A: -1 | B: 8 | C: -3 | D: -0.3 | E: -4 | F: 29 | G: 3 | H: -1 | I: -1 | J: 3

43. COC(=O)C1=C(c2ccc(F)cc2OCc2ccccc2)C[C@@H]2CC[C@H]1N2C
  A: -10 | B: -2 | C: -3 | D: -0.7 | E: 0 | F: x | G: 1 | H: -3 | I: 3 | J: x

44. COc1cc(C=Nc2c(C)cc(C)cc2C)ccc1OC(C)=O
  A: -2 | B: -4 | C: -7 | D: -0.4 | E: 7 | F: 14 | G: 0 | H: 3 | I: 3 | J: -3

45. O=C(O)/C=C/c1cccc(NC(=O)Nc2ccc([N+](=O)[O-])cc2)c1
  A: -3 | B: 7 | C: -1 | D: -0.8 | E: 6 | F: -24 | G: -1 | H: -4 | I: -7 | J: -2

46. COc1ccccc1N=CC1=C(O)CC(c2ccccc2)CC1=O (centres undefined)
  A: -1 | B: 4 | C: -2 | D: -1.5 | E: 2 | F: 35 | G: 4 | H: 6 | I: -6 | J: -1

High-throughput results as filed in PubChem.

This is a subset. The share of hits here may be higher or lower than overall.
